# Compound activity deposited in PubChem by several laboratories.
# VLA-4 inh: inhibition in human VLA-4 binding assay, primary screen, VLA-4 allosteric modulator project, MLPCN library, flow cytometry, VLA-4 expressing cells. inhibition, % (about 7 µM as worked out from the volumes in the protocol). hit rate 0.2% among 330,000. ligand binding flow cytometry. AID 2557, 2010. Integrin alpha-4 (Homo sapiens), P13612; in the data active = inhibition above about 50%
# AGP1-GFP MLPCN: modulators of AGP1-GFP expression in yeast TOR pathway, primary screen, cell-based, multiplex flow cytometry, S. cerevisiae, MLPCN library. 3 h; GFP as percent of DMSO wells. GFP response vs DMSO, % at 10 µM. hit rate 0.02% among 320,000. AID 2066, 2009;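 active = GFP response relative to DMSO above a set limit, near screen average plus 3 SD, cut at about 150% in these data; inconclusive = fewer than 70 cells counted for the yeast strain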;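 note: median GFP channel fluorescence of the gated AGP1 strain per well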
# GRK2 aptamer HTS: compounds blocking aptamer binding on GRK2 – biochemical, human GRK2, bead flow cytometry, HTS, primary screen. hit rate 0.59% among 330,000. AID 488847, 2010. FAM-aptamer displacement from GRK2. Beta-adrenergic receptor kinase 1 (Homo sapiens), P25098. inhibition of aptamer binding, % at 10 µM;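 active = inhibition of aptamer binding above 40%, roughly 3 SD of noise, on plates passing a quality check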;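 note: median bead fluorescence of bound FAM aptamer so fluorescent compounds give negative values; no value below 0 was filed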
# Target sequence (P25098 whole entry, looked up): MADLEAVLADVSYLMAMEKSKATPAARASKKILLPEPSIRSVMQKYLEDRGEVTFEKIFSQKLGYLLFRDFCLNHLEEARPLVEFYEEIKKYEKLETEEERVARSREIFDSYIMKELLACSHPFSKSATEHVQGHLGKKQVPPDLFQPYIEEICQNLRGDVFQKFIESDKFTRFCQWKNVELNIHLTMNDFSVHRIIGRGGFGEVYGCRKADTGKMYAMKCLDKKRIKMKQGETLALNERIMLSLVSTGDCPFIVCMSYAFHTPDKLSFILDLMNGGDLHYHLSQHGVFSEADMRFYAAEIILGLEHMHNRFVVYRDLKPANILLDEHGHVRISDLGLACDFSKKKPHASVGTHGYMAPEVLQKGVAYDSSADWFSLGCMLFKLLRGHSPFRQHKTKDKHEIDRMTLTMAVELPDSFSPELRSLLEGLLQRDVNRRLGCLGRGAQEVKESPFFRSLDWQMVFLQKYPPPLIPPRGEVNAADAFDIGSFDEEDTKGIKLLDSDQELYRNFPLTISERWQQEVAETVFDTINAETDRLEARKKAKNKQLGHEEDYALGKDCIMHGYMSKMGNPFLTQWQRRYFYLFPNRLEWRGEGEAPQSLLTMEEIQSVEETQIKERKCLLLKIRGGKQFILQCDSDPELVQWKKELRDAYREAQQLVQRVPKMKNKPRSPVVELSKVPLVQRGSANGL
# LAP4 TOR yeast: modulators of LAP4-GFP expression in yeast, primary screen, S. cerevisiae, multiplex flow cytometry, MLPCN library; 3 h; median GFP as percent of DMSO wells; GFP response vs DMSO, % at 10 µM; hit rate 0.34% among 320,000;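 active = GFP response vs DMSO above a set limit, about the screen mean plus 3 SD, cut at about 150% in these data; inconclusive = under 70 cell events counted for the yeast strain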
# GASC-1 inh: inhibitors of GASC-1 histone demethylase, primary screen, biochemical, fluorescence, DELFIA europium; AID 2099, 2009; inhibition, % at 2.35 µM; hit rate 0.069% among 330,000; Lysine-specific demethylase 4C (Homo sapiens), Q9H3R0; GST-JMJD2C(1-420) H3K9me3 demethylation;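 active = more than half of a compound's replicate wells show inhibition beyond 50%, single wells judged on their own value; inconclusive = some, but no more than half, of replicates pass 50% inhibition; inactive = no replicate passes 50% inhibition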;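 note: signal counts dimethyl H3K9 product captured on neutravidin plate; 0% = median of DMSO wells and 100% = 0.3 times that DMSO median; strong numbers were not always called active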
# Target sequence (Q9H3R0 1-420 limits assumed): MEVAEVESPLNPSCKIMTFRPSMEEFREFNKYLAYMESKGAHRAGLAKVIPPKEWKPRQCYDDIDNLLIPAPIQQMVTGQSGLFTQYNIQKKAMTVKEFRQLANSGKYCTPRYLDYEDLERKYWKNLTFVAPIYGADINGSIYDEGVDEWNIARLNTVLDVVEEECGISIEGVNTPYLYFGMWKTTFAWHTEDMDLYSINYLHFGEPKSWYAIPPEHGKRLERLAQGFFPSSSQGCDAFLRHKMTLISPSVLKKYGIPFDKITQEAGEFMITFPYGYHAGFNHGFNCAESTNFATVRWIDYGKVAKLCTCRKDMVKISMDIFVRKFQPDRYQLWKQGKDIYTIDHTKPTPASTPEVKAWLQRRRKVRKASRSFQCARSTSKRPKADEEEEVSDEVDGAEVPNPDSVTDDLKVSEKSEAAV
# CIT2 TOR yeast: modulators of CIT2-GFP expression in yeast, primary screen, S. cerevisiae, GFP fusion, multiplex flow cytometry, MLPCN library. GFP response vs DMSO, % at 10 µM. hit rate 0.065% among 320,000. S. cerevisiae CIT2-GFP strain, 3 h; 100 means same as DMSO wells;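 active = GFP response relative to DMSO above a set limit, near the screen mean plus 3 SD, cut at about 150% in these data; inconclusive = Fewer than 70 cells measured for a yeast strain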;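 note: ratio of well median GFP fluorescence to mean of DMSO wells on the plate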
# RPL19A-GFP yeast: RPL19A-GFP expression modulators in yeast, primary screen, cell-based, S. cerevisiae, multiplex flow cytometry, MLPCN | hit rate 0.3% among 330,000 | S. cerevisiae RPL19A-GFP strain, 3 h; stronger effect = lower value | percent response vs DMSO, % at 10 µM;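 active = percent response vs DMSO below 50%; inconclusive = fewer than 70 events counted for the yeast strain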;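 note: median channel GFP fluorescence of the barcoded RPL19A-GFP strain; ratio of sample median GFP to plate DMSO average so 100% = DMSO; lower means less RPL19A-GFP as with rapamycin TOR inhibition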
# MEP2 TOR yeast: modulators of MEP2-GFP levels in yeast, primary screen, S. cerevisiae, multiplex flow cytometry, MLPCN library; GFP response vs DMSO, % at 10 µM; hit rate 0.51% among 330,000; S. cerevisiae MEP2-GFP strain, 3 h; 100% = DMSO control level;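 active = GFP response versus DMSO above a set limit, roughly screen mean plus 3 SD, cut at about 180% in these data; inconclusive = fewer than 70 cells counted for a yeast strain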;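 note: median GFP fluorescence of the barcode-gated MEP2-GFP cells per well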
# Active calls of the source: *; ? = inconclusive; . = not tested or not shown; & = joins results of further samples; [ ] = another dose, or the depositor's remark.
SMILES,VLA-4 inh,AGP1-GFP MLPCN,GRK2 aptamer HTS,LAP4 TOR yeast,GASC-1 inh,CIT2 TOR yeast,RPL19A-GFP yeast,MEP2 TOR yeast
COc1ccc(C(=O)N2CCCC(CCC(=O)NCc3ccccc3F)C2)c(OC)n1 (stereo not drawn),-15,103,1,107,-1,100,100,116
C=C(C)CSc1nnc(-c2cccc(Cl)c2)n1N,-12,103,0,97,-11,100,103,110
N#Cc1ccsc1NC(=O)CCN1C(=O)C2CCCCC2C1=O (stereo not drawn),-11,103,0,105,-2,108,102,102
COc1cc(C)ccc1OCc1cc(C(=O)N(C)CCCN2CCOCC2)no1,2,79,0,95,-33,87,99,101
O=C(Cc1cccc([N+](=O)[O-])c1)Nc1cccc(C(=O)N2CCOCC2)c1,6,83,0,81,12,81,97,92
CCCC/C(C)=N/NC(=O)C(=O)NCCc1ccccc1,16,104,0,112,5,105,106,112
O=C(CCc1nnc(-c2ccccc2)o1)NC1CCCCC1,2,104,0,120,-4,101,101,102
Cc1ccccc1C(=O)Nc1c(C(=O)N2CCCC2)cnn1-c1ccccc1,2,105,0,100,1,95,100,104
CCN1CCN(CC(=O)Nc2ccc3c(c2)OCO3)C(=O)C1=O,-24,101,2,96,-3,106,99,96
COC(=O)Nc1c(-c2ccccc2)nc2ccccn12,2,97,3,105,0,95,97,110
COC(=O)c1cc2occc2n1Cc1cccc(C)c1,-6,103,4,94,3,104,102,102
CS(=O)(=O)N1CCN(c2ccc([N+](=O)[O-])c(NCc3ccccc3)c2)CC1,8,97,0,105,-9,102,104,111
Cc1ccc(NC(=O)Nc2sc(=S)n(C)c2C)cc1,0,105,1,110,-6,100,97,108
Cc1ccc(S(=O)(=O)CCC(=O)OCC(=O)NC(=O)c2ccccc2)cc1,8,104,5,107,-3,98,97,101
CC(NC(=O)Nc1ccccn1)N1C(=O)C2C3C=CC(C3)C2C1=O (stereo not drawn),-16,95,0,96,-42,102,92,101
CCc1ccc(NC(=O)CN(C(=O)N2CCN(CC)CC2)S(=O)(=O)c2ccc(C)cc2)cc1,3,104,0,104,8,87,95,95
O=C(NNC(=O)C1CCN(Cc2ccccc2)CC1)c1cccs1,-6,102,2,105,3,105,110,104
COc1cccc(OCCNS(=O)(=O)c2cccc([N+](=O)[O-])c2)c1,18,98,0,94,28,101,94,94
O=C(Nc1ccc(F)cc1)c1cc(S(=O)(=O)N2CCCCC2)ccc1F,12,98,3,85,-6,102,102,112
CCc1cc(=O)oc2c(C)c(OCC(=O)N3CCC[C@@H]3C(=O)O)ccc12,-40,107,0,107,-1,105,98,113
N#Cc1cc([N+](=O)[O-])ccc1N1CCCC1,9,96,0,85,5,105,105,108
N=c1n(CCN2CCCC2)c2ccccc2n1CC(O)c1ccco1 (stereo not drawn),9,100,0,96,8,95,96,99
CN(C)CCN(C(=O)c1ccc(S(=O)(=O)N2CCc3ccccc32)cc1)c1nc2ccc(F)cc2s1,-19,103,0,106,1,105,104,114
Nc1ccn([C@H]2C[C@H](O)[C@@H](CO)O2)c(=O)n1,-8&5,85&93,2&1,105&107,-4&-7,95&116,97&100,100&100
CCOC(=O)C1=C(C)NC2=C(C(=O)CC(C)(C)C2)C1c1ccsc1 (stereo not drawn),45,104,0,101,4,106,102,103
CCC1=NN2C(=N)/C(=C\c3ccc(OCCOc4ccc(NC(C)=O)cc4)c(OC)c3)C(=O)N=C2S1,0,96,0,91,0,99,98,101
COc1cc(C)c(NC(=S)Nc2ccc(Cl)c(Cl)c2)cc1OC,8,93,23,85,8,95,96,103
COCCOC(=O)c1c(C)oc2ccc(OCc3ccccc3)cc12,-10,93,2,98,3,99,106,105
CNCc1c(OCc2ccccc2)ccc2ccccc12,6,104,0,97,-2,108,108,110
CC(NS(=O)(=O)c1ccc(OCC(=O)Nc2cccc([N+](=O)[O-])c2)cc1)c1ccccc1 (stereo not drawn),-3,96,0,86,-16,95,94,89
CN(C(=O)COC(=O)c1cc([N+](=O)[O-])ccc1Sc1ccccc1)C1CCS(=O)(=O)C1 (stereo not drawn),3,101,2,113,2,87,93,89
CC(=O)c1ccc(S(=O)(=O)NC2CC(=O)N(c3ccc(Cl)cc3)C2)cc1 (stereo not drawn),13,97,0,87,-14,89,84,84
OCC(CO)(CO)n1cnnn1,0,104,0,100,-3,104,99,99
O=C(NCc1cccc(Cl)c1)c1cccc(OC2CCN(C(=O)C3CC3)CC2)c1,2,113,3,108,-4,104,107,106
COc1cccc(NC(=O)c2ccc3snnc3c2)c1,-2,.,0,130,4,99,97,106
Cc1ccc(-n2c(Cc3noc4ccccc34)n[nH]c2=S)cc1,2,104,3,102,-10,106,100,99
O=C(c1ccccc1NS(=O)(=O)c1cccc([N+](=O)[O-])c1)N1CCCC1,1,99,0,106,12,97,97,102
COc1ccc(NC(=O)COc2coc(CN3c4ccccc4CC3C)cc2=O)cc1 (stereo not drawn),-5,107,1,101,8,106,95,93
Cc1ccc(SC(CC(=O)c2ccc(F)cc2)C(=O)O)cc1 (stereo not drawn),0,96,0,149,.,87,93,98
Cc1ccccc1NC(=O)NC1CCS(=O)(=O)C1 (stereo not drawn),2,104,1,97,1,106,102,105
Brc1ccc(CNc2cc3c(cc2Br)OCCO3)cc1,4,104,0,111,1,86,97,101
Cc1cc(NC(=O)C2CCCN2C(=O)Nc2c(C)cccc2C)ccc1-n1cnnn1 (stereo not drawn),8,.,0,89,12,90,56,160
CN(C)NC(=S)Nc1ccc(Cl)cc1,-13,102,2,95,2,99,93,103
O=c1c2nccnc2[nH]c(=S)n1Cc1ccccc1Cl,-1,104,0,98,-2,99,101,105
COCc1cc(=O)[nH]c(SCC(=O)c2ccccc2)n1,-2,101,3,107,8,88,98,90
COc1ccc(CCN2CC(C(=O)NCc3c(C)n[nH]c3C)CCC2=O)cc1 (stereo not drawn),6,100,4,102,6,94,104,96
O=C(O)[C@@H]1CSC2c3ccccc3C(=O)N21 (stereo partly drawn),5,100,1,88,-6,103,104,107
CCOc1ccc(CCNC(=O)CSc2nnnn2C)cc1OCC,0,109,0,111,-1,94,97,92
O=C(COC(=O)/C=C/c1ccc(F)cc1)NCc1ccco1,-5,108,0,100,6,103,114,106
Cc1cc(C)c2c(=O)[nH]c(SCC(=O)Nc3ccccc3)nc2n1,-2,100,1,95,-6,97,101,103

# Compound profiles, as listed above. Order of values: VLA-4 inh | AGP1-GFP MLPCN | GRK2 aptamer HTS | LAP4 TOR yeast | GASC-1 inh | CIT2 TOR yeast | RPL19A-GFP yeast | MEP2 TOR yeast
# `CN(C)NC(=S)Nc1ccc(Cl)cc1` is listed with -13 | 102 | 2 | 95 | 2 | 99 | 93 | 103
# `COc1ccc(CCN2CC(C(=O)NCc3c(C)n[nH]c3C)CCC2=O)cc1` (stereo not drawn) is listed with 6 | 100 | 4 | 102 | 6 | 94 | 104 | 96

# More records:
SMILES,VLA-4 inh,AGP1-GFP MLPCN,GRK2 aptamer HTS,LAP4 TOR yeast,GASC-1 inh,CIT2 TOR yeast,RPL19A-GFP yeast,MEP2 TOR yeast
CSCC[C@H](NC(=O)[C@@H]1Cc2ccccc2CN1)C(=O)Nc1cccc(C)c1,12,105,0,97,3,104,105,105
CC1CCCCN1CCNC(=O)CC1Oc2ccccc2NC1=O (stereo not drawn),6,105,0,96,2,104,104,100
COC(=O)Cn1c(CN2CCOCC2)nc2c1c(=O)n(C)c(=O)n2C,-17,112,0,107,8,143,104,112
CCN(CC)S(=O)(=O)c1ccc(NCc2ccccc2)nc1,-2,100,3,96,10,100,95,97
COc1cccc(C(=O)CSc2nnnn2C)c1,-1,101,0,96,27,.,105,101
COCCN1Cc2cccc(C(=O)Nc3cccnc3)c2C1=O,-3,99,0,105,-3,85,98,99
O=C(Cn1cc(C(F)(F)F)ccc1=O)Nc1cc(S(=O)(=O)N2CCOCC2)ccc1Cl,29,98,2,91,-13,100,102,102
O=C(O)c1cccc(COc2ccc3c(c2)CCC3)c1,3,93,6,110,-1,92,100,102
COc1cccc(/C=N/NC(=O)c2nnn(-c3nonc3N)c2CN(C)c2ccccc2)c1,-108,95,5,97,-9,93,96,95
Cc1ccccc1C(=O)c1cccn1CC(=O)NCc1cccc(Cl)c1,-1,95,0,94,4,99,98,96
COc1cccc(CN(CC(=O)NCC2CCCO2)C(=O)CCC(=O)Nc2cc(C)on2)c1 (stereo not drawn),14,96,5,100,11,94,100,93
O=C(O)c1ccccc1/C=N/NC(=O)c1cc(-c2ccco2)nc2ccccc12,22,115,0,116,1,108,100,105
O=C(CSc1ncccn1)Nc1ccc(N2CCOCC2)cc1,-13,107,0,101,-2,120,99,100
CCN(CC)c1ccc(/C=C/C(=O)C2C(=O)C=C(C)OC2=O)cc1 (stereo not drawn),-134,68[may fluoresce violet],0,429*[may fluoresce violet],7,?,138[may fluoresce violet],462*[may fluoresce violet]
Cc1cc(C)nc(SCC(=O)NC(=O)c2ccccc2O)n1,-8,104,0,105,-1,106,97,110
Cc1n[nH]c(C)c1CCCOc1ccccc1,9,106,1,106,2,90,95,103
O=C(Nc1nnc(C2CC2)s1)c1cc(S(=O)(=O)N2CCCCC2)ccc1N1CCOCC1,-7,101,0,99,-5,98,98,102
Cc1cccn2c(=O)c(/C=C(\C#N)C(=O)NCc3ccccc3)c(N3CCC(C(N)=O)CC3)nc12,0,74,0,91,-2,101,83,95
O=C(CNS(=O)(=O)c1ccccc1)OCC(=O)c1ccc(F)cc1,-1,98,0,97,-22,94,96,106
CCOc1cc(CNC(=O)CN2C(=O)c3ccccc3S2(=O)=O)ccc1OC,17,104,0,102,-16,102,101,102
O=C(CSc1ccccc1)NCCCc1ccccc1,0,100,0,132,35,71,95,86
Cc1ccc(C)c(-n2nnnc2SCC(=O)c2ccc3c(c2)NC(=O)CO3)c1,10,101,0,99,-6,99,101,103
Cc1cc(C(=O)NCC(=O)Nc2c(C)cccc2C)c2ccccc2n1,13,101,0,97,-4,101,98,97
O=C(CSc1nnc(-c2ccncc2)n1-c1ccc(Cl)cc1)Nc1ccc(C(=O)O)cc1,2,106,2,120,-21,98,101,101
CC(Oc1ccc(Br)cc1)C(=O)NCC(c1ccco1)N1CCCCC1 (stereo not drawn),5,107,0,108,1,91,97,93
CN(C)CCNC(=O)Cn1ccc2cc(S(=O)(=O)N3CCCCCC3)ccc21,8,106,0,98,-19,110,103,105
CCCCN(C(=O)COC(=O)c1ccc(C)s1)c1c(N)n(CCC)c(=O)[nH]c1=O,-6,105,0,90,-1,122,99,106
COC(=O)c1c(C)nc2nonc2c1N,-4,90,0,88,-9,87,90,90
O=C(CO/N=C/c1ccc(OC(F)F)cc1)NC1CCCC1,29,102,10,90,-6,106,98,96
COc1ccccc1C(=O)NC(CCSC)C(=O)N1CCN(C(C)=O)CC1 (stereo not drawn),0,108,0,107,-6,103,102,104
COc1ccc(Br)cc1-c1nc2c(c(=O)[nH]c(=O)n2Cc2ccccc2)n1C,-2,94,0,83,-1,98,90,95
CN1C2CCC1CC(N(CCc1ccccc1)C(=O)c1ccc(Cl)cc1)C2 (stereo not drawn),3,90,0,98,-15,93,99,100

# Outcome played no part in choosing rows, and some 1.7% of all compounds hit somewhere here.
